Screening data from PubChem.
GRK2 inh = inhibitors of human GRK2 displacing RNA aptamer. P25098. 0.59% of 330,000 active. inhibition of aptamer binding, % at 10 µM. AID 488847. bead flow cytometry, FAM-aptamer displacement from GRK2;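 active = inhibition of aptamer binding above 40%, roughly 3 SD of noise, on plates passing a quality check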;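 also: median bead fluorescence of bound FAM aptamer so fluorescent compounds give negative values; no value below 0 was filed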
Target sequence (P25098 whole entry, looked up): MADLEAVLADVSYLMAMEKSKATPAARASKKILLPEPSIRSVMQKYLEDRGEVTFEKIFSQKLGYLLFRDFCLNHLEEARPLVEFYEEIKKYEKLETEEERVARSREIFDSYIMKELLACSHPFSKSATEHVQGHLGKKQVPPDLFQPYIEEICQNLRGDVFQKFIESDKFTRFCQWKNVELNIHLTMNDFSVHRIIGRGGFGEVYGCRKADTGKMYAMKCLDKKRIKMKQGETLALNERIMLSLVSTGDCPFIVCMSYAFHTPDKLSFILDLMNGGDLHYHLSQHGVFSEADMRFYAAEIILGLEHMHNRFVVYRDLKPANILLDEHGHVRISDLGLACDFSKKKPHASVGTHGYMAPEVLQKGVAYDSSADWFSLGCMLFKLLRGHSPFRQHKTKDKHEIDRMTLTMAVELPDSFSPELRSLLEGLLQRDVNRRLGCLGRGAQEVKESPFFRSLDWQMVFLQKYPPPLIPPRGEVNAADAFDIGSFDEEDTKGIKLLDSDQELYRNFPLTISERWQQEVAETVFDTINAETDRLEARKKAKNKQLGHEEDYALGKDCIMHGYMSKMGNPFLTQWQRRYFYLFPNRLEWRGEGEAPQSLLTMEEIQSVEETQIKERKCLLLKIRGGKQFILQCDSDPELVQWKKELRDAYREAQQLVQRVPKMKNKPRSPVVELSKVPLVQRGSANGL
MEP2 TOR yeast = alters MEP2-GFP fluorescence in TOR pathway yeast screen; S. cerevisiae MEP2-GFP strain, flow cytometry GFP, 3 h; 100% = DMSO control level; GFP response vs DMSO, % at 10 µM; 0.51% of 330,000 active; AID 2016;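 active = GFP response versus DMSO above a set limit, roughly screen mean plus 3 SD, cut at about 180% in these data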;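 also: median GFP fluorescence of the barcode-gated MEP2-GFP cells per well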
LAP4-GFP MLPCN = modulators of TOR pathway LAP4-GFP in S. cerevisiae; S. cerevisiae LAP4-GFP multiplex, flow cytometry GFP, 3 h; median GFP as percent of DMSO wells; GFP response vs DMSO, % at 10 µM; 0.34% of 320,000 active;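 active = GFP response vs DMSO above a set limit, about the screen mean plus 3 SD, cut at about 150% in these data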
RPL19A TOR yeast = alters RPL19A-GFP fluorescence in TOR pathway yeast screen. S. cerevisiae RPL19A-GFP strain, flow cytometry, 3 h; hits give low values. percent response vs DMSO, % at 10 µM. 0.3% of 330,000 active;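 active = percent response vs DMSO below 50%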;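 also: median channel GFP fluorescence of the barcoded RPL19A-GFP strain; ratio of sample median GFP to plate DMSO average so 100% = DMSO; lower means less RPL19A-GFP as with rapamycin TOR inhibition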
AGP1-GFP MLPCN = yeast TOR pathway AGP1-GFP modulation; S. cerevisiae AGP1-GFP multiplex flow cytometry, 3 h; GFP as percent of DMSO wells; GFP response vs DMSO, % at 10 µM; 0.02% of 320,000 active; AID 2066;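 active = GFP response relative to DMSO above a set limit, near screen average plus 3 SD, cut at about 150% in these data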;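 also: median GFP channel fluorescence of the gated AGP1 strain per well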
CIT2-GFP yeast = yeast TOR pathway CIT2-GFP modulation; GFP response vs DMSO, % at 10 µM; S. cerevisiae CIT2-GFP strain, flow cytometry, 3 h; 100 means same as DMSO wells; AID 2029; 0.065% of 320,000 active;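 active = GFP response relative to DMSO above a set limit, near the screen mean plus 3 SD, cut at about 150% in these data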;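 also: ratio of well median GFP fluorescence to mean of DMSO wells on the plate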
JMJD2C inh = inhibitors of human GASC-1 (JMJD2C) demethylase; Q9H3R0; GST-JMJD2C(1-420) H3K9me3 demethylation, DELFIA europium; inhibition, % at 2.35 µM; 0.069% of 330,000 active; AID 2099;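 active = more than half of a compound's replicate wells show inhibition beyond 50%, single wells judged on their own value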;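 also: signal counts dimethyl H3K9 product captured on neutravidin plate; 0% = median of DMSO wells and 100% = 0.3 times that DMSO median; strong numbers were not always called active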
Target sequence (Q9H3R0 1-420 limits assumed): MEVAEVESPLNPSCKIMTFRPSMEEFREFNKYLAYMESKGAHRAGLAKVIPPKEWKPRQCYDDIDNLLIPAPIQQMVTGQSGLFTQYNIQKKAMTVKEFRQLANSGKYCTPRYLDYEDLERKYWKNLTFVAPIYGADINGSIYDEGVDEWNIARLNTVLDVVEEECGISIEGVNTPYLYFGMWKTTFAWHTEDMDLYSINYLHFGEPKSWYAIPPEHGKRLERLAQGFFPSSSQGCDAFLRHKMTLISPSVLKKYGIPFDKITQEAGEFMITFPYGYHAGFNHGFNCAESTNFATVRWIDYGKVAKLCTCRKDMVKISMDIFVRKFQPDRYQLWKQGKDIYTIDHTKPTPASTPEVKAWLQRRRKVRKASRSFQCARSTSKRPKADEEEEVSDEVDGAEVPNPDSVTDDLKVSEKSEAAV
VLA-4 inh = inhibition in a human VLA-4 binding assay; VLA-4 expressing cells, ligand binding flow cytometry; 0.2% of 330,000 active; inhibition, % (about 7 µM as worked out from the volumes in the protocol); AID 2557; P13612; in the data active = inhibition above about 50%
Numbers without * were called inactive.

For Cc1c(CC(=O)NCCCC(=O)O)c(=O)oc2cc3oc4c(c3cc12)CCCC4 the results were GRK2 inh 0, MEP2 TOR yeast 105, LAP4-GFP MLPCN 93, RPL19A TOR yeast 98, AGP1-GFP MLPCN 87, CIT2-GFP yeast 89, JMJD2C inh -5 and VLA-4 inh 6.
Screening COc1ccc(NC(=O)C23CC4CC(C2)CC(c2ccc(C)cc2)(C4)C3)cc1 returned GRK2 inh 10, MEP2 TOR yeast 109, LAP4-GFP MLPCN 97, RPL19A TOR yeast 103, AGP1-GFP MLPCN 99, CIT2-GFP yeast 96, JMJD2C inh 3 and VLA-4 inh 8.
`COc1ccc(NC(=O)OCCn2c([N+](=O)[O-])cnc2C)cc1` gave GRK2 inh 0, MEP2 TOR yeast 108, LAP4-GFP MLPCN 106, RPL19A TOR yeast 104, AGP1-GFP MLPCN 100, CIT2-GFP yeast 101, JMJD2C inh 6 and VLA-4 inh 8.
CCOC(=O)c1sc(NC(=O)C2CCCCC2)nc1C was read as GRK2 inh 3, MEP2 TOR yeast 99, LAP4-GFP MLPCN 121, RPL19A TOR yeast 101, AGP1-GFP MLPCN 105, CIT2-GFP yeast 93, JMJD2C inh 1 and VLA-4 inh 30.
For S=c1[nH]ccn1-c1c(Cl)cccc1Cl the results were GRK2 inh 3, MEP2 TOR yeast 107, LAP4-GFP MLPCN 89, RPL19A TOR yeast 101, AGP1-GFP MLPCN 98, CIT2-GFP yeast 106, JMJD2C inh 4 and VLA-4 inh 30.
Screening COc1ccc(-c2c[n+]3c4n2CCCCC4=C(c2ccc(Br)cc2)C3)cc1 returned GRK2 inh 0, MEP2 TOR yeast 106, LAP4-GFP MLPCN 109, RPL19A TOR yeast 103, AGP1-GFP MLPCN 103, CIT2-GFP yeast 93, JMJD2C inh 2 and VLA-4 inh -120.
For Cc1noc(C)c1C(=O)OCC(=O)Nc1ncc(C(F)(F)F)cc1Cl the results were GRK2 inh 4, MEP2 TOR yeast 110, LAP4-GFP MLPCN 98, RPL19A TOR yeast 100, AGP1-GFP MLPCN 100, CIT2-GFP yeast 117, JMJD2C inh 1 and VLA-4 inh -16.
Screening C[C@H](CO)N1C[C@H](C)[C@@H](CN(C)Cc2ccccc2)Oc2c(NC(=O)C3CC3)cccc2C1=O returned GRK2 inh 4, MEP2 TOR yeast 99, LAP4-GFP MLPCN 94, RPL19A TOR yeast 95, AGP1-GFP MLPCN 99, CIT2-GFP yeast 91, JMJD2C inh -85 and VLA-4 inh -2.
Screening COc1ccc2c(c1OC)C(=O)OC2N1C(=O)CC[C@H]1C(=O)Nc1ccc(F)cc1F (stereo partly drawn) returned GRK2 inh 3, MEP2 TOR yeast 102, LAP4-GFP MLPCN 110, RPL19A TOR yeast 98, AGP1-GFP MLPCN 101, CIT2-GFP yeast 97, JMJD2C inh 2 and VLA-4 inh -2.
For Cc1cccc(NC(=S)NCC(c2cccnc2)N2CCOCC2)c1C (stereo not drawn) the results were GRK2 inh 0, MEP2 TOR yeast 105, LAP4-GFP MLPCN 104, RPL19A TOR yeast 108, AGP1-GFP MLPCN 105, CIT2-GFP yeast 106, JMJD2C inh -2 and VLA-4 inh 10.

Next part (2 carried over from the part before).
Screening COc1ccc2c(c1OC)C(=O)OC2N1C(=O)CC[C@H]1C(=O)Nc1ccc(F)cc1F (stereo partly drawn) returned GRK2 inh 3, MEP2 TOR yeast 102, LAP4-GFP MLPCN 110, RPL19A TOR yeast 98, AGP1-GFP MLPCN 101, CIT2-GFP yeast 97, JMJD2C inh 2 and VLA-4 inh -2.
For Cc1cccc(NC(=S)NCC(c2cccnc2)N2CCOCC2)c1C (stereo not drawn) the results were GRK2 inh 0, MEP2 TOR yeast 105, LAP4-GFP MLPCN 104, RPL19A TOR yeast 108, AGP1-GFP MLPCN 105, CIT2-GFP yeast 106, JMJD2C inh -2 and VLA-4 inh 10.
`COc1ccc(NS(=O)(=O)c2ccc(C(=O)N3CCN(c4ccc(F)cc4)CC3)cc2)cc1` gave GRK2 inh 1, MEP2 TOR yeast 91, LAP4-GFP MLPCN 97, RPL19A TOR yeast 92, AGP1-GFP MLPCN 96, CIT2-GFP yeast 84, JMJD2C inh -3 and VLA-4 inh 17.
N#C/C(=C(\O)Cc1ccccc1)c1nc2ccccc2[nH]1 was read as GRK2 inh 0, MEP2 TOR yeast 109, LAP4-GFP MLPCN 96, AGP1-GFP MLPCN 103, CIT2-GFP yeast 100, JMJD2C inh -1 and VLA-4 inh 9.
`Cc1cc(C)n(CC(O)COc2ccc(Cl)cc2Cl)n1` (stereo not drawn) gave GRK2 inh 0, MEP2 TOR yeast 104, LAP4-GFP MLPCN 108, RPL19A TOR yeast 100, AGP1-GFP MLPCN 94, CIT2-GFP yeast 96, JMJD2C inh 5 and VLA-4 inh 34.
Screening O=C(Nc1ncccc1O)c1ccc(Oc2ccccc2)cc1 returned GRK2 inh 0, MEP2 TOR yeast 99, LAP4-GFP MLPCN 120, RPL19A TOR yeast 100, AGP1-GFP MLPCN 91, CIT2-GFP yeast 90, JMJD2C inh 12 and VLA-4 inh 9.
`CCOC(=O)C1CCN(c2c(N3CCCCCC3)c(=O)c2=O)CC1` gave GRK2 inh 3, MEP2 TOR yeast 104, LAP4-GFP MLPCN 96, RPL19A TOR yeast 101, AGP1-GFP MLPCN 102, CIT2-GFP yeast 99, JMJD2C inh 7 and VLA-4 inh 6.
Screening Cc1noc(C)c1CN1C(=O)c2ccccc2C1=O returned GRK2 inh 2, MEP2 TOR yeast 95, LAP4-GFP MLPCN 94, RPL19A TOR yeast 100, AGP1-GFP MLPCN 95, CIT2-GFP yeast 101, JMJD2C inh 36 and VLA-4 inh 8.
CCN(CC(=O)NCc1ccc(Cl)cc1)C(=O)CNS(=O)(=O)c1ccc(NC(C)=O)cc1 was read as GRK2 inh 5, MEP2 TOR yeast 106, LAP4-GFP MLPCN 97, RPL19A TOR yeast 103, AGP1-GFP MLPCN 100, CIT2-GFP yeast 102, JMJD2C inh -1 and VLA-4 inh -10.
Screening CCOc1cc(/C=C/C(=O)c2ccc3c(c2)OCCO3)ccc1OCC(=O)N(C)C returned GRK2 inh 3, MEP2 TOR yeast 104, LAP4-GFP MLPCN 98, RPL19A TOR yeast 102, AGP1-GFP MLPCN 99, CIT2-GFP yeast 96, JMJD2C inh 0 and VLA-4 inh 2.
For CC1CCN(c2c([N+](=O)[O-])c(=O)oc3ccccc23)CC1 the results were GRK2 inh 0, MEP2 TOR yeast 106, LAP4-GFP MLPCN 97, RPL19A TOR yeast 103, AGP1-GFP MLPCN 101, CIT2-GFP yeast 95, JMJD2C inh 0 and VLA-4 inh 17.
CC(C)Cn1c(N)c(-c2nc(C(C)C)c(C(=O)c3ccccc3F)s2)c(=O)n(C)c1=O was read as GRK2 inh 2, MEP2 TOR yeast 104, LAP4-GFP MLPCN 109, RPL19A TOR yeast 108, AGP1-GFP MLPCN 109, CIT2-GFP yeast 95, JMJD2C inh -18 and VLA-4 inh -13.
c1ccc(-c2nnc(-c3ccccc3)nn2)cc1 was read as GRK2 inh 2, MEP2 TOR yeast 102, LAP4-GFP MLPCN 111, RPL19A TOR yeast 91, AGP1-GFP MLPCN 107, CIT2-GFP yeast 94, JMJD2C inh 12 and VLA-4 inh -2.
COc1ccc(/C(N)=N/OC(=O)C2CCC(=O)N2S(=O)(=O)c2ccc(C)cc2)cc1 (stereo not drawn) was read as GRK2 inh 0, MEP2 TOR yeast 103, LAP4-GFP MLPCN 98, RPL19A TOR yeast 100, AGP1-GFP MLPCN 90, CIT2-GFP yeast 95, JMJD2C inh 6 and VLA-4 inh 8.
Screening Cc1nc(NS(=O)(=O)c2ccccc2)sc1C(C)(C)C returned GRK2 inh 2, MEP2 TOR yeast 100, LAP4-GFP MLPCN 95, RPL19A TOR yeast 102, AGP1-GFP MLPCN 103, CIT2-GFP yeast 101, JMJD2C inh -1 and VLA-4 inh 13.
CCn1c(=O)n(CC(=O)Nc2cccc(OC)c2)c(=O)c2ccccc21 was read as GRK2 inh 0, MEP2 TOR yeast 108, LAP4-GFP MLPCN 107, RPL19A TOR yeast 101, AGP1-GFP MLPCN 116, CIT2-GFP yeast 111, JMJD2C inh 10 and VLA-4 inh 7.
`COCCNc1nnc(SCC(=O)c2ccc3c(c2)OCO3)s1` gave GRK2 inh 1, MEP2 TOR yeast 100, LAP4-GFP MLPCN 105, RPL19A TOR yeast 103, AGP1-GFP MLPCN 101, CIT2-GFP yeast 94, JMJD2C inh -8 and VLA-4 inh 7.
CCN(CC)S(=O)(=O)c1cccc(C(=O)NCCc2ccccc2)c1 was read as GRK2 inh 1, MEP2 TOR yeast 116, LAP4-GFP MLPCN 109, RPL19A TOR yeast 99, AGP1-GFP MLPCN 105, CIT2-GFP yeast 103, JMJD2C inh -6 and VLA-4 inh -5.
`O=C(CN1CCN(S(=O)(=O)c2ccc(Br)cc2)CC1)N/N=C/c1cccs1` gave GRK2 inh 1, MEP2 TOR yeast 110, LAP4-GFP MLPCN 104, RPL19A TOR yeast 105, AGP1-GFP MLPCN 108, CIT2-GFP yeast 112, JMJD2C inh -5 and VLA-4 inh 7.
Cc1cc(C)cc(NC(=O)[C@H](Cc2c[nH]c3ccccc23)NC(=O)[C@@H]2Cc3ccccc3CN2)c1 was read as GRK2 inh 0, MEP2 TOR yeast 113, LAP4-GFP MLPCN 105, RPL19A TOR yeast 96, AGP1-GFP MLPCN 104, CIT2-GFP yeast 102, JMJD2C inh -7 and VLA-4 inh -24.
For O=C(NNS(=O)(=O)c1ccccc1Cl)c1nn(-c2ccc(F)cc2)ccc1=O the results were GRK2 inh 0, MEP2 TOR yeast 99, LAP4-GFP MLPCN 102, RPL19A TOR yeast 100, AGP1-GFP MLPCN 101, CIT2-GFP yeast 103, JMJD2C inh 4 and VLA-4 inh 4.
Screening CCc1ccc(-c2cc(C)no2)cc1S(=O)(=O)Nc1cccc(CN2CCCC2)c1 returned GRK2 inh 0, MEP2 TOR yeast 96, LAP4-GFP MLPCN 97, RPL19A TOR yeast 99, AGP1-GFP MLPCN 100, CIT2-GFP yeast 99, JMJD2C inh 10 and VLA-4 inh 4.
For COc1cccc(C(=O)NCc2ccc3c(c2)cc(C)n3C)c1 the results were GRK2 inh 84*, MEP2 TOR yeast 103, LAP4-GFP MLPCN 106, RPL19A TOR yeast 102, AGP1-GFP MLPCN 103, CIT2-GFP yeast 99, JMJD2C inh 6 and VLA-4 inh -16.
`CCSc1nc(-c2ccccc2)nc(C(Cl)Cl)n1` gave GRK2 inh 5, MEP2 TOR yeast 108, LAP4-GFP MLPCN 97, RPL19A TOR yeast 99, AGP1-GFP MLPCN 105, CIT2-GFP yeast 112, JMJD2C inh -8 and VLA-4 inh 19.
CCn1c(-c2cccnc2Cl)nc2cc(Cl)c(Cl)cc21 was read as GRK2 inh 2, MEP2 TOR yeast 97, LAP4-GFP MLPCN 104, RPL19A TOR yeast 102, AGP1-GFP MLPCN 103, CIT2-GFP yeast 106, JMJD2C inh -5 and VLA-4 inh -10.
For Cc1cc(NC(=O)CSCC(=O)Nc2nc3ccccc3s2)no1 the results were GRK2 inh 2, MEP2 TOR yeast 99, LAP4-GFP MLPCN 109, RPL19A TOR yeast 102, AGP1-GFP MLPCN 102, CIT2-GFP yeast 98, JMJD2C inh -5 and VLA-4 inh -20.
`Cc1ccc(NS(=O)(=O)c2cccc([N+](=O)[O-])c2)nc1` gave GRK2 inh 0, MEP2 TOR yeast 102, LAP4-GFP MLPCN 98, RPL19A TOR yeast 106, AGP1-GFP MLPCN 103, CIT2-GFP yeast 104, JMJD2C inh 123 and VLA-4 inh -2.
Screening Cc1nc(-c2ccccc2)sc1-c1nnc(C2CC2)o1 returned GRK2 inh 1, MEP2 TOR yeast 98, LAP4-GFP MLPCN 112, RPL19A TOR yeast 94, AGP1-GFP MLPCN 95, CIT2-GFP yeast 90 and VLA-4 inh 0.
`CCc1ccccc1NC(=O)CN1CCC(NC(=O)COC)CC1` gave GRK2 inh 3, MEP2 TOR yeast 107, LAP4-GFP MLPCN 103, RPL19A TOR yeast 107, AGP1-GFP MLPCN 102, CIT2-GFP yeast 96, JMJD2C inh -9 and VLA-4 inh 14.
